# Compound activity deposited in PubChem BioAssay by National Center for Advancing Translational Sciences (NCATS).
# TDP-43 yeast inh: rescues yeast growth from TDP-43 toxicity; TDP-43 expressing yeast growth rescue, BacTiter-Glo, 24 h; Potency, µM (highest dose often 46.1 µM), inactives show top-dose growth rescue (activation), most hits filed as activators; 410,000 tested, 1.8% active; AID 652104; note: potency is the fitted concentration of half-maximal effect; % of control where 0% means no effect; nearly all actives have a fitted effect of over 50% in size
#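 Yeast cells expressing TDP-43 under galactose induction are exposed to compounds for 24 hr at 30 deg C. BacTiter-Glo luminescence measures growth, so protective compounds score as activators.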
# FUS yeast rescue: rescues growth of FUS-expressing yeast | Potency, µM (top dose mostly 76.6 µM), without a hit: at the highest dose growth rescue (activation), usual class: activators | 390,000 tested, 0.24% active | S. cerevisiae FUS-expressing, growth rescue, OD600, 24 h;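 note: potency is the fitted concentration of half-maximal effect; plate controls were DMSO vehicle for no effect and reference control for full effect; nearly all actives have a fitted effect of over 55% in size; some results filed as inactive show a strong effect at the top dose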
#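 Yeast expressing FUS under galactose induction, OD 0.005 in 2% galactose medium; compounds in a dilution series, 24 h at 30C. Growth rescue by absorbance at 600 nm; CP55940 positive control, DMSO negative.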
# D3 antag: antagonists of human D3 dopamine receptor. D3R cells, DiscoveRx beta-arrestin luminescence, antagonist mode; stronger effect = lower value. max response, negative = inhibition, %. 360,000 tested, 2.5% active; in the data active = max response below about -50%; inconclusive = no clear call, values can overlap the other calls; note: % is set by controls: 0 for no effect and ±100 for the full control effect; mostly tested at two doses, the higher about 12 µM
# Target sequence (P35462 whole entry, looked up): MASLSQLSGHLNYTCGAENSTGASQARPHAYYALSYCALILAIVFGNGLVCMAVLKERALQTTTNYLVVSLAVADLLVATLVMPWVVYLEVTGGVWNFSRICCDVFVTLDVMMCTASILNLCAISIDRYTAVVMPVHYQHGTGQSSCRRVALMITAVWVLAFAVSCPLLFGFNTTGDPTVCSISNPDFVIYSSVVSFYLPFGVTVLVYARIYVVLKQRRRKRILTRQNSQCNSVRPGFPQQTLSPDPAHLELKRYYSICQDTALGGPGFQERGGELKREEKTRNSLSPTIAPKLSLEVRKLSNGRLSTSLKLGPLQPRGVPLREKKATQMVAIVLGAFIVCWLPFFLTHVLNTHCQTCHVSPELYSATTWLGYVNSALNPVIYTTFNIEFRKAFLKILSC
#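 Cells expressing the human receptor were seeded at 1500 cells/well, incubated overnight at 37 degrees C in 5% CO2, then exposed to library compounds with dopamine controls for 90 minutes at 37 degrees C before luminescent detection.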
# EPAC2 antag: blocks human EPAC2 exchange factor. Potency, µM (top dose mostly 114 µM), for inactives: at the highest dose activity, negative = inhibition, usual class: inhibitors. AID 720708. EPAC2 GEF exchange of Rap1B-BODIPY-GDP, fluorescence. 360,000 tested, 0.18% active; note: potency is the fitted concentration of half-maximal effect; % is set by controls: 0 for no effect and ±100 for the full control effect; nearly all actives have a fitted effect of over 45% in size; many of its hits are not listed in these tables
# EPAC2 ag: agonists of human EPAC2 (RAPGEF4). Q8WZA2. EPAC2 activation, biochemical qHTS; response scale: 100% = 6.5 mM cAMP response. Potency, µM (doses to about 154 µM), for the others: top-dose activation, usual class: activators. 360,000 tested, 0.079% active. AID 720711; note: potency is the fitted concentration of half-maximal effect; nearly all actives have a fitted effect of over 50% in size
#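 Setup: EPAC2 100 nM, labeled Rap1B complex 250 nM, free GDP 50 uM. Compound titrations pinned in, brief spin, 5 min room temperature incubation. Kinetic fluorescence read over 30 min, normalized to 6.5 mM cAMP.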
# DRD3 agonist: agonists of human D3 dopamine receptor. P35462. D3R DiscoveRx beta-arrestin cells, luminescence, 90 min. max activation, %. 410,000 tested, 0.58% active. AID 652048; in the data active = max activation above about 30%; note: 0% is about no effect; mostly tested at two doses, the higher about 12 µM
#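 Agonist mode: compounds and dopamine controls were applied to plated cells for 90 min at 37 degrees C after an overnight attachment at 1500 cells/well. Luminescent read-out followed 30 - 60 minutes at room temperature with DiscoveRx detection reagent.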
# Abeta yeast res: restores growth of yeast expressing A-beta42 peptide; yeast expressing A-beta42, growth rescue, OD600, 48 h; response scale: 0% DMSO, 100% iron-clioquinol control; Potency, µM (titrated, usually from 46.1 µM), inactives show at the highest dose growth rescue, most hits filed as activators; 410,000 tested, 0.063% active; note: potency is the fitted concentration of half-maximal effect; nearly all actives have a fitted effect of over 55% in size
#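 Yeast growth medium received pinned compounds, then yeast cells expressing toxic A-beta were added; plates incubated at 30 C for 48 hr. Growth read as absorbance at 600 nm, normalized to DMSO and equimolar FeCl3 plus clioquinol controls.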
# aSyn yeast inh: rescues yeast growth from alpha-synuclein toxicity; Yeast expressing alpha-synuclein, growth rescue, BacTiter-Glo, 24 h; Potency, µM (top dose mostly 46.1 µM), for inactives: top-dose growth rescue (activation), usual class: activators; 370,000 tested, 0.14% active; note: potency is the fitted concentration of half-maximal effect; % of control where 0% means no effect; nearly all actives have a fitted effect of over 65% in size
#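 Galactose-induced alpha-syn yeast (OD600=0.02, raffinose-pregrown) + pinned cpd, 24 hr, 30 deg C; growth by BacTiter-Glo luminescence. Growth restoration scores as activation.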
# An asterisk follows results filed as active; ? = inconclusive; nt = no result given; [ ] = remark or other dose. Unless noted, calls come from the whole dose curve; as a rule, active = well fitted curve in the direction sought with a large enough effect; inconclusive = small, poorly fitted or top-dose-only effect, or another doubt; inactive = no such curve, though single readings can be large; an effect the other way counts as inactive or inconclusive. The list is partial. The share of hits here may be higher or lower than overall.
# Below each compound – TDP-43 yeast inh	FUS yeast rescue	D3 antag	EPAC2 antag	EPAC2 ag	DRD3 agonist	Abeta yeast res	aSyn yeast inh
- CCCC(=O)OCCNc1cc(Sc2nc3ccccc3[nH]2)c2nonc2c1[N+](=O)[O-]
 : -24%	?	-83*	9%	-3%	-16	3%	10%
- CNC(=O)NC1CCCc2ccccc21 (stereo unspecified)
 : 38%	6%	-29	-1%	0%	0	1%	3%
- O=S1(=O)CC(N2CCN(CC3CC3)CC2)CN1Cc1cn(Cc2ccccc2C(F)(F)F)nn1 (stereo unspecified)
 : 17%	-18%	9	1%	3%	-5	-16%	-9%
- O=C1NC(=Nc2cccc(O)c2)S/C1=C\c1cccc([N+](=O)[O-])c1
 : 8%	7%	9	-12%	5%	3	-3%	0%
- C/C=C/n1ccnc1CC(O)(c1ccccc1)c1ccc(C)cc1 (stereo unspecified)
 : 7%	-2%	-4	-10%	2%	3	7%	3%
- O=c1oc2cc(OCc3ccc(F)cc3F)ccc2cc1-c1ccccn1
 : 6%	-8%	9	15%	-8%	2	-7%	-1%
- Cc1ccc2c(c1)N(CC(=O)N1CCCc3ccccc31)C(=O)CO2
 : ?	nt	0	-4%	-1%	-3	?	18%
- CCOc1ccccc1OCCC(=O)N1CCN(S(=O)(=O)c2ccccc2[N+](=O)[O-])CC1
 : 15%	25%	-4	7%	6%	2	12%	0%
- O=C(c1ccc(S(=O)(=O)NCc2ccco2)cc1)N1CCN(Cc2ccc3c(c2)OCO3)CC1
 : -17%	8%	-7	-6%	-7%	-12	7%	3%
- CC(NC(=O)c1nn(C)c(=O)c2ccccc12)c1ccc(F)cc1 (stereo unspecified)
 : -14%	-11%	-19	-2%	2%	-10	3%	0%
- COc1cc2c(cc1OC)CN(CC(=O)Nc1ccc(F)cc1)CC2
 : 5%	37%	-17	9%	0%	-26	-27%	-1%
- CCOC(=O)CSc1nnc(-c2ccc(S(=O)(=O)N3CCOCC3)cc2)n1-c1ccccc1
 : -15%	21%	-7	11%	5%	1	5%	-3%
- Clc1cccc(CNc2ccn3nc(-c4ccccc4)cc3n2)c1
 : 13µM*	38%	0	-22%	19%	0	?	?
- COc1ccc(Cl)cc1NC(=O)CN(C)C(=O)c1cc2ccccc2cc1OC
 : ?	?	-9	-5%	11%	-2	5%	-14%
- CCOc1cc(C2NC(=O)c3c(sc4c3CCN(C)C4)N2)ccc1OC(=O)c1ccc(Br)cc1 (stereo unspecified)
 : 27%	-15%	nt	nt	nt	-4	-15%	nt
- Cc1nn(C(=O)c2cccs2)c(C)c1CN1C(=O)c2ccccc2C1=O
 : -15%	-5%	3	-4%	8%	10	3%	-10%
- Cc1[nH]c2ccccc2c1C(=O)COC(=O)C1CC(O)CN1S(=O)(=O)c1ccc(Cl)cc1 (stereo unspecified)
 : -14%	32%	49	-5%	7%	15	1%	7%
- COC(=O)C(C)Oc1ccc(Cl)c(CN2OCC(C)(C)C2=O)c1 (stereo unspecified)
 : -5%	9%	1	-6%	7%	7	13%	0%
- Cc1ccc(O)c(Nc2ncnc3ccccc23)c1
 : 7%	-16%	0	6%	0%	-4	-7%	-7%
- Cc1ccc(NC(=O)N2CCSc3ccccc32)cc1
 : 29%	-21%	-51*	-8%	9%	-8	-1%	11%
- CC1(C)CC(=O)C=C(c2cccc(CO)c2)C1
 : -2%	-19%	0	3%	7%	-5	-13%	-2%
- O=C(Cc1ccc(Cl)cc1)Nc1cc(Cl)ccn1
 : 3%	1%	-3	3%	10%	-6	28%	1%
- CCCOc1ccc(C(=O)Nc2ccc3oc(-c4ccncc4)nc3c2)cc1
 : 20%	-14%	nt	nt	nt	0	-19%	nt
- COc1ccc(CSC2=NCCN2)cc1Br
 : 3%	15%	-23	1%	0%	-1	-2%	-1%
- Cc1cccc(C)c1NC(=O)C1C(c2ccc3c(c2)OCO3)=Nc2ccccc2N1C(=O)c1ccccn1 (stereo unspecified)
 : 22%	?	1	-24%	6%	0	-11%	0%
- Cc1ccc2c(Cl)c(C(=O)N/N=C/c3cccn3C)sc2c1
 : 10%	-17%	-3	-4%	0%	3	1%	-8%
- CC(C)(C)c1ccc(OCCNC(=S)Nc2ccccc2)cc1
 : 13µM*	20%	?	?	7%	-5	-1%	-1%
- COCCCNC(=O)c1cnn(-c2ccccc2Cl)c1C1CCN(C(=O)OC(C)(C)C)CC1
 : -19%	24%	nt	nt	nt	-9	-14%	nt
- CC(=O)Nc1ccc(NC(=O)C(C)OC(=O)CNS(=O)(=O)c2cccc(Cl)c2)cc1 (stereo unspecified)
 : -6%[0.397 µM]	11%	0	14%	3%	-4	-17%	4%
- O=C(CCC1CCCC1)N1CCN(C2CCCC2)CC1
 : 5%	18%	-21	-1%	-5%	-13	35%	0%

# Reprinted from the part before: 2 entries; new compounds follow.
# Below each compound – TDP-43 yeast inh	FUS yeast rescue	D3 antag	EPAC2 antag	EPAC2 ag	DRD3 agonist	Abeta yeast res	aSyn yeast inh
- CC(=O)Nc1ccc(NC(=O)C(C)OC(=O)CNS(=O)(=O)c2cccc(Cl)c2)cc1 (stereo unspecified)
 : -6%[0.397 µM]	11%	0	14%	3%	-4	-17%	4%
- O=C(CCC1CCCC1)N1CCN(C2CCCC2)CC1
 : 5%	18%	-21	-1%	-5%	-13	35%	0%
- O=C(COc1ccc(NC(=O)c2ccccc2)cc1)c1ccccc1
 : 17%	-16%	-9	3%	1%	-3	11%	-5%
- COc1ccc(CSc2nnnn2C)cc1[N+](=O)[O-]
 : 13%	9%	-10	9%	-12%	0	?	-8%
- COc1ccc(C2/C(=C(/O)c3ccccc3)C(=O)C(=O)N2CCCN2CCOCC2)cc1 (stereo unspecified)
 : -34%[inhibitor]	-7%	7	-3%	5%	-5	-2%	-4%
- C=CCCN(Cc1ccccc1)S(=O)(=O)c1ccccc1Br
 : 19%	-8%	-13	-24%	10%	-1	8%	-9%
- COc1ccccc1NC(=O)c1cnc(SCC(=O)N2CCOCC2)n(C)c1=O
 : 0%	-7%	nt	nt	nt	4	3%	nt
- O=C(CSc1nnnn1C1CCCC1)NCc1ccc2c(c1)OCO2
 : -8%	4%	19	-3%	12%	3	5%	-18%
- CCOC(=O)c1[nH]c2ccc(OCC)cc2c1NC(=O)CN1CCCC(C)C1 (stereo unspecified)
 : 9%	6%	19	-13%	1%	0	11%	3%
- Cc1ccc(NC(=O)CNCC(c2ccccc2)N(C)C)cc1F (stereo unspecified)
 : -6%	-7%	-28	4%	12%	-12	19%	13%
- Cc1cccc(-c2cnn(-c3ccccc3)c2N)c1
 : ?	0%	-6	1%	3%	12	-8%	1%
- COc1cc(NC(=O)CCCC(=O)OCC(F)(F)C(F)F)nc(OC)n1
 : -1%	3%	5	-2%	4%	9	7%	1%
- O=C(NCc1ccccn1)c1cc(-c2ccccc2)on1
 : 15%	-8%	-14	-1%	5%	-18	-4%	2%
- CCN(CC1COc2ccccc2O1)C(=S)NC1CC2CCC1C2 (stereo unspecified)
 : 5%	-6%	-1	2%	11%	1	9%	-1%
- O=C(NC1CCS(=O)(=O)C1)c1cccc(S(=O)(=O)N2CCCCC2)c1 (stereo unspecified)
 : 1%	7%	15	5%	-1%	1	-5%	-4%
- O=C(CSc1nnc(-c2ccccc2)n1-c1ccc(Cl)cc1)N/N=C/c1ccccc1C(=O)O
 : -8%	8%	11	-2%	-5%	3	6%	1%
- CC1CCC(NC(=O)c2cccc(S(=O)(=O)N3CCOCC3)c2)CC1 (stereo unspecified)
 : 14%	-4%	-7	11%	7%	2	-5%	-11%
- CC(C)(C)c1ccc(CS(=O)(=O)CC(O)CN2CCCC2=O)cc1 (stereo unspecified)
 : -17%	7%	-6	1%	3%	-6	-13%	-9%
- Cc1ccc(C(=O)C2=C(O)C(=O)N(Cc3cccnc3)C2c2ccc(Cl)c(Cl)c2)o1 (stereo unspecified)
 : -5%	?	-11	-10%	-4%	-8	1%	-17%
- Cc1cc(C)c2c(CC(=O)Nc3nccs3)coc2c1
 : 21%	nt	101	-1%	3%	-1	4%	-4%
- N#Cc1cccc(CSc2nnc(CCCO)n2-c2ccccc2)c1
 : -4%	9%	-11	5%	0%	-3	-1%	1%
- O=C(CN(C1CCCCC1)S(=O)(=O)c1ccc(F)cc1)NCc1ccncc1
 : 0%	nt	0	8%	0%	1	8%	25%
- O=[N+]([O-])c1ccc(Nc2nc(N/N=C\c3ccc4c(c3)OCO4)nc(N3CCCCC3)n2)cc1
 : 11µM*	?	-17	-5%	5%	7	?	-4%
- CN(C)S(=O)(=O)c1ccc(C(=O)OCC(=O)Nc2sc3c(c2C#N)CCCCC3)cc1
 : 3%	11%	4	2%	2%	0	-4%	-2%
- CCOC(=O)c1[nH]c(C)c(C(=O)N2CCN(c3ccccc3OC)CC2)c1C
 : -5%[0.397 µM]	23%	-13	-12%	2%	-6	0%	-2%
- Cc1cc(C(C)(C)C)cc(C)c1COC(=O)C1CCC(=O)N1 (stereo unspecified)
 : 10%	-2%	0	9%	-12%	2	6%[9.22 µM]	6%
- CC(C(=O)NC1CCCCC1)N(Cc1ccc(F)cc1)C(=O)c1snc(C(N)=O)c1N (stereo unspecified)
 : -1%	-8%	2	1%	4%	3	8%	3%
- CN(C(=O)CSc1nnc(CN2CCCC2)n1Cc1ccccc1)c1ccccc1
 : 12%	-3%	-9	18%	10%	-14	2%	-1%
- CCn1c(SCc2nc3ccccc3s2)nnc1-c1cccs1
 : 16%	?	-15	-5%	17%	5	-21%	8%
- Cc1ccc(CNC(=O)COC(=O)c2cnccn2)cc1
 : -24%	30%	-17	7%	-2%	-10	0%	10%
- O=C(NC(Cc1ccc(O)cc1)C(=O)O)c1ccco1 (stereo unspecified)
 : -5%	-4%	6	-7%	15%	5	9%	-1%
- CCCOc1ccc(-c2nc(OCC)c3ccccc3n2)cc1
 : -6%	-13%	27	4%	3%	14	17%	-23%
- N#Cc1nc(-c2cccs2)oc1NCC1CCCO1 (stereo unspecified)
 : 4%	1%	15	5%	-13%	5	12%	-9%
- O=C(CSc1ccccc1F)NNC(=O)c1cncc(Br)c1
 : 9%	18%	3	6%	2%	-5	0%	2%[1.84 µM]
- CC(=O)N1CCc2cc(Br)cc(S(=O)(=O)N3CCN(c4ccccn4)CC3)c21
 : 9%	-6%	5	4%	6%	3	22%	7%
